4-MU autofl = compounds fluorescent in 4-MU spectral region | compound autofluorescence, 340/450 nm, 4-MU equivalents; hits give high values | max dye-equivalent concentration, M | actives 11% (n = 59,000) | AID 589; in the data active = max dye-equivalent concentration above about 10 nM; inconclusive = mostly about 1.1 nM to 9.6 nM
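Compounds in 100 mM Tris, pH 8.0, sat 15 min at room temperature before fluorescence was read at 340 nm excitation/450 nm emission; a per-plate six-point 4-MU standard curve converted signals to dye-equivalent concentration at each compound concentration.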
Hsp90 Hop PPI = changes Hsp90-Hop TPR2A binding signal, up or down | Potency, µM (highest dose often 57 µM), for inactives: at the top dose activity change, negative = inhibition | AID 595 | actives 0.44% (n = 71,000) | AlphaScreen TPR2A-His6 binding biotin-Hsp90 C-terminal peptide; active = well fitted curve in either direction with a large enough effect; inconclusive = small, poorly fitted or top-dose-only effect, or another doubt; also: potency is read from the fitted curve at half-maximal effect; % is scaled to controls: 0 for no effect and ±100 for the full control effect; many of its hits are not listed in these tables
Epigenetic mod = derepresses silenced GFP locus in mouse C127i cells | mouse C127i GFP locus derepression, cytometry, 30 h | Potency, µM (doses to about 46.1 µM), inactives show at the highest dose GFP derepression (activation) | actives 0.09% (n = 68,000); also: % of control where 0% means no effect
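Derepression screen: silenced CMV-GFP reporter in murine C127i cells, 30 h compound incubation at 37 C, washed cells imaged by laser-scanning cytometer to enumerate GFP-expressing objects of 20 to 120 um.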
15-hLO inh = inhibitors of human 15-lipoxygenase (ALOX15); AID 887; purified 15hLO-1, xylenol orange hydroperoxide absorbance; P16050; Potency, µM (titrated, usually from 57.1 µM), for the others: top-dose activity change, negative = inhibition, most hits filed as inhibitors; actives 1.4% (n = 74,000); also: potency is read from the fitted curve at half-maximal effect; % is scaled to controls: 0 for no effect and ±100 for the full control effect; nearly all actives have a fitted effect of over 55% in size
Target sequence (P16050 whole entry, looked up): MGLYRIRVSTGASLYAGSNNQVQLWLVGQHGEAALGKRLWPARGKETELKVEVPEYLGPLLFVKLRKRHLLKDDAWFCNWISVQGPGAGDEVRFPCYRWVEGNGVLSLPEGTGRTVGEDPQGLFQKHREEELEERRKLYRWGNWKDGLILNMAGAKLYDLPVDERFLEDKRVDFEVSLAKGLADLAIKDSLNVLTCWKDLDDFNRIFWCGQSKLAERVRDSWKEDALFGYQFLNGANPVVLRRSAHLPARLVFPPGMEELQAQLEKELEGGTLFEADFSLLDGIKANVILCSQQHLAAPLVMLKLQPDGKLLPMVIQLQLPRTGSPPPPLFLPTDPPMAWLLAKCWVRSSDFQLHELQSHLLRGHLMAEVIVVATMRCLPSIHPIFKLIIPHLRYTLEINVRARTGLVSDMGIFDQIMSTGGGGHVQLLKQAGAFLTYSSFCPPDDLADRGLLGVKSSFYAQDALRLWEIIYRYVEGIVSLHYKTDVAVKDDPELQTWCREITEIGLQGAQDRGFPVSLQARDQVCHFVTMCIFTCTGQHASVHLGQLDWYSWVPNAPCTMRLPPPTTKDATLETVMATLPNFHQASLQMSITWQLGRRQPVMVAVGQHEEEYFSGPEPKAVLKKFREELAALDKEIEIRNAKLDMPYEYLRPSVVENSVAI
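Inhibition is scored from a chromogenic endpoint. After 15 min enzyme-compound contact, arachidonic acid (50 uM final) reacts 6 min with 40 nM 15hLO-1 at room temperature, then Fe-XO reagent is added for 30 min and absorbance ratio recorded.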
Ub-GFP proteasome = proteasome inhibitors stabilizing ubiquitin-GFP reporter; 67,000 tested, under 10 active; Potency, µM (series often up to 45.9 µM), without a hit: top-dose activation (GFP accumulation), usual class: activators; Ubiquitin-GFP reporter cells, proteasome inhibition, GFP fluorescence; response scale: untreated = 0%, 10 µM MG-132 = 100%; active = well fitted activation curve with a large enough effect, not every such curve was filed as active; inconclusive = small, poorly fitted or top-dose-only effect, or another doubt; inactive = no such curve, though single readings can be large or run the other way; also: potency is read from the fitted curve at half-maximal effect
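U2OS Ub(G76V)-GFP reporter; O/N plating, 0.5% FBS; cpd 46 uM–2.9 nM, 4 h, 37 °C; GFP+ cell count, 488/515 nm; norm. to basal vs 10 uM MG-132; CRC fit.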
BRCT PPI green = blocks human BRCA1 BRCT binding to phosphopeptide, green readout; P38398; BRCA1 BRCT-phosphopeptide binding, green fluorescence polarization; Potency, µM (series often up to 76.9 µM), inactives show top-dose activity change, negative = inhibition, most hits filed as inhibitors; actives 0.05% (n = 75,000);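 also: potency is read from the fitted curve at half-maximal effect; plate controls were peptide without protein for full effect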
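Compounds were incubated for 12 min at room temperature with a complex of 100 nM fluorescein-tagged pBACH1 decapeptide and 250 nM His-tagged BRCT protein. Buffer was phosphate pH 7.3 with EDTA, DTT and Tween 20. Disruption of binding lowers the polarization signal.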
CRE-bla Fsk = CRE-bla signaling modulation under forskolin stimulation; actives 2.5% (n = 71,000); AID 662; Potency, µM (highest dose often 38.2 µM), without a hit: top-dose activity change, negative = inhibition, hits mostly activators; CHO CRE-bla reporter (cAMP response element driving beta-lactamase), forskolin EC10, beta-lactamase ratio; active = well fitted activation curve with a large enough effect in the signal ratio, with a control signal flat, not every such curve was filed as active; inconclusive = small, poorly fitted or top-dose-only effect, or effect the other way, or a change in a side signal; the % refers to the signal ratio; also: potency is read from the fitted curve at half-maximal effect; % of control where 0% means no effect
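CRE-bla CHO reporter cells treated with compound titration plus EC10 NKH 477 (water-soluble forskolin), incubated 3 h at 37 °C; CCF4 loading 2 h at room temperature, 460/530 nm emission ratio read, AC50 values derived for positive or negative modulators.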
DNA Pol III inh = DNA polymerase III holoenzyme inhibition | Potency, µM (highest dose often 57.1 µM), inactives show at the highest dose activity change, negative = inhibition | reconstituted DNA polymerase III holoenzyme replication, biochemical | actives 0.25% (n = 71,000); also: potency is read from the fitted curve at half-maximal effect; % is scaled to controls: 0 for no effect and ±100 for the full control effect
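Reconstituted *E. coli* holoenzyme (0.35 nM Pol III, 1 nM beta, 154 nM SSB, 2 nM primase) was preincubated with compound for 15 min at RT. Synthesis on 1.4 nM ssM13Gori ran 35 min, then was stopped with PicoGreen/EDTA and read as dsDNA fluorescence.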
A350 fluor = compounds fluorescent in Alexa 350 spectral region. Compound autofluorescence, 340/450 nm, Alexa 350 dye-equivalents; hits give high values. max dye-equivalent concentration, M. actives 11% (n = 59,000); in the data active = max dye-equivalent concentration above about 10 nM; inconclusive = mostly about 1.1 nM to 9.6 nM
HBB splice mod = modulators of hemoglobin beta chain splicing | HBB splicing reporter cell assay, activation; EGFP reporter with mutant IVS2-654 intron; response scale: normalised to 500 nM splice-correcting PNA | Potency, µM (series often up to 46.1 µM), for inactives: at the top dose activation, hits mostly activators | actives 0.06% (n = 65,000) | AID 925; also: potency is read from the fitted curve at half-maximal effect; 0% is about no effect
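Compounds were applied for 2 days to HeLa EGFP-654 cells, 500/well in Optimem with 2% FCS. The reporter's EGFP is disrupted by mis-splicing of beta-globin intron IVS2-654. Readout: summed well GFP fluorescence from 488 nm laser scanning; reference was 500 nM antisense […] 654 PNA.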
BRCT inh red = inhibitors of human BRCA1 BRCT-phosphoprotein interaction (red fluorophore); Potency, µM (series often up to 76.9 µM), without a hit: top-dose activity change, negative = inhibition, most hits filed as inhibitors; actives 0.03% (n = 75,000); BRCT-phosphopeptide binding, red fluorescence polarization; P38398; also: % is scaled to controls: 0 for no effect and ±100 for the full control effect
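Fluorescence polarization: 100 nM His-tagged BRCA1 BRCT with 100 nM TAMRA-labelled phospho-BACH1 decapeptide, phosphate buffer pH 7.3 with 150 mM NaCl, DTT, 0.01% Tween 20; 12 min RT. Binding inhibition seen as FP decrease.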
Numbers without * were called inactive; i = inactive; ? = inconclusive; · = no result given; [ ] = remark or other dose. Unless noted, calls follow the shape of the dose curve; as a rule, active = well fitted curve in the direction sought with a large enough effect; inconclusive = small, poorly fitted or top-dose-only effect, or another doubt; inactive = no such curve, though single readings can be large; an effect the other way counts as inactive or inconclusive.

Screens in order: 4-MU autofl | 15-hLO inh | A350 fluor | BRCT PPI green | CRE-bla Fsk | HBB splice mod | Ub-GFP proteasome | Epigenetic mod | DNA Pol III inh | Hsp90 Hop PPI | BRCT inh red
CC(Sc1nnc(COc2ccc3ccccc3c2)n1C)C(=O)O (configuration not stated)
    i | 4% | i | 1.5% | -2% | · | -6% | -3% | -2% | 0% | -1.0%
COc1cccc(Cn2c(=O)c(-c3ccc(F)cc3)nc3cnc(N4CCOCC4)nc32)c1
    ? | -6% | ? | -0.4% | ? | -0.7% | 1% | 2%[9.22 µM] | 5% | -9% | 0.6%
Cn1c(N)c(C(=O)CSc2nc3ccccc3n2-c2ccccc2)c(=O)n(C)c1=O
    i | 2% | i | -0.4% | 17% | -2.3% | 0% | 1% | -7% | -3% | 1.9%
COC(=O)c1ccc(C(NC(=O)OCc2ccccc2)/C(C)=C/[C@@H](C)C(=O)NCc2nc3ccccc3s2)cc1 (some centres not stated)
    · | -3% | · | 3.6% | -5% | -0.4% | · | · | 2% | 1% | -0.4%
CCOC(=O)N1CCN(C(=O)CSc2nnc(-c3cccc(Cl)c3)o2)CC1
    · | 8% | · | -4.7% | -2% | -0.5% | -20% | 0% | -3% | 3% | -2.2%
Cc1nnc(SCc2ccccc2Cl)n1CC1CCCO1 (configuration not stated)
    i | 2% | i | -0.1% | 4% | -4.0% | -4% | -2% | -2% | -2% | 0.7%
N#C/C(=C\Nc1ccccn1)C(=O)C1CC1
    i | -5%[11.4 µM] | i | 0.9%[15.4 µM] | 0%[7.6 µM] | 4.6%[9.22 µM] | 1%[9.17 µM] | 2%[9.22 µM] | 5%[11.4 µM] | 2%[11 µM] | -0.1%[15.4 µM]
COc1cccc(-c2ccc3ncnc(N4CCN(C)CC4)c3c2)c1
    i | 8% | i | -0.1% | 9% | -0.5% | -3% | -5%[9.22 µM] | -6% | -5% | -1.7%
Cc1nn2c(-c3cccc(NC(=O)c4ccco4)c3)nnc2c2ccccc12
    i | 2% | i | -5.2% | -4% | 0.2% | 0% | 2% | 0% | -3% | -0.5%
CC(C)CCn1cnc2c(c1=O)c1nc3ccccc3nc1n2Cc1ccc2c(c1)OCO2
    1.1e-07M* | -4% | 1.3e-07M* | -1.7% | ? | -1.2%[0.369 µM] | -3% | 4% | -4% | -5% | 0.6%
CCC(C)Sc1nc2c(cnn2-c2ccc(C)cc2)c(=O)[nH]1 (configuration not stated)
    · | -3% | · | -1.3% | 1.6µM* | -0.1% | 2% | · | -15% | 2% | -1.4%
CC(C)Sc1nnc(Nc2ccccc2)s1
    i | ? | i | -3.0% | 14% | -2.9% | 13% | 6% | -3% | 1% | 1.3%
COc1cc2cc(C(c3nnnn3C(C)(C)C)N3CCc4ccccc43)c(=O)[nH]c2cc1OC (configuration not stated)
    1.2e-08M* | -15% | 1.2e-08M* | 6.1% | 12% | · | -6% | 0% | -1% | -7% | -2.8%
CN(C)S(=O)(=O)c1ccc2oc(SCC(=O)NCC(F)(F)F)nc2c1
    i | 8% | i | -0.6% | -20% | 0.6% | -12% | 0% | -3% | 2% | 0.2%
COc1ccc(C2C(C(=O)NCC3CCCO3)c3cc(OC)c(OC)cc3C(=O)N2C)cc1OC (configuration not stated)
    i | 8% | i | -2.3% | 1% | 0.5% | 3% | 0% | 3% | -5% | -0.6%
COc1ccccc1-c1cc(C(F)(F)F)nc(S(=O)(=O)CCCC(=O)N2CCOCC2)n1
    6.2e-08M* | 2% | 5.1e-08M* | 1.4% | ? | 0.4% | 0% | 3% | 0% | -5% | -0.6%
O=C(Cn1ncc2c(=O)oc3ccccc3c21)N1CCCc2ccccc21
    i | 3% | ? | 2.5% | -5% | -0.1% | 16% | 0% | 2% | -9% | -1.4%
CC(C)N1C(=O)C2C(C(=O)NC3CCCCC3)C3C=CC2(O3)C1C(=O)NC1CCCC1 (configuration not stated)
    i | -5% | i | 1.4% | 1% | 1.7% | 4% | -1% | -1% | -5% | -0.5%
CCCn1c(SCC(=O)N2CCCc3ccccc32)nnc1-c1ccccn1
    i | 4% | i | 0.6% | 0% | 0.2%[57.5 µM] | 0% | -2% | -2% | -7% | -0.9%
CCCC(c1nnnn1CC(=O)OCC)N(Cc1cc2c(C)cc(C)cc2[nH]c1=O)C1CCCC1 (configuration not stated)
    1.2e-08M* | ? | 1.3e-08M* | 0.4% | 1% | · | -4% | -2% | -4% | -2% | 1.0%
COc1cc2ccccc2cc1C(=O)N1CCN(C)CC1
    i | 6% | i | -1.3% | -1% | 2.0%[57.5 µM] | -1% | -3% | 2% | -4% | -0.2%
Cc1cc(OCC(=O)N2CCOCC2)c(C(C)C)cc1Cl
    i | -8% | i | 0.9% | 9% | -1.2% | 5% | 0% | -2% | 5% | -0.2%
COc1ccc(-c2nnc(SCC(=O)c3cccs3)o2)c(OC)c1
    i | 0% | i | 0.5% | ? | 1.4% | 3% | -2% | -5% | -2% | -0.7%
CCCCN=CC1=C(O)C(C(=O)OC)C(C)(C)CC1=O (configuration not stated)
    · | 11% | · | -0.9% | 4% | 1.2% | 16% | -2% | -1% | 1% | -3.0%
COc1ccc(C2=NOC(CN3C(=O)c4ccccc4S3(=O)=O)C2)cc1 (configuration not stated)
    i | 8% | i | -1.4% | -6% | 2.7% | 1% | 0% | -9% | 0% | 0.4%
[O-][n+]1onc2c1CCc1c-2nn(-c2ccccc2Cl)[n+]1[O-]
    i | -3% | i | -2.2% | ? | 0.5% | 7% | 0% | -2% | 2% | 0.7%
Cc1cc(O)c(C(C)C)cc1C1(c2cc(C(C)C)c(O)cc2C)OC(=O)c2ccccc21
    i | ? | i | 0.6%[15.4 µM] | -13%[7.6 µM] | 0.6%[9.22 µM] | -2%[9.17 µM] | 2%[9.22 µM] | -11%[11.4 µM] | -4%[11 µM] | -0.4%[15.4 µM]
CN(C(=O)C1CCCO1)c1nnc(-c2ccncc2)s1 (configuration not stated)
    i | 5% | ? | 0.1% | -2% | · | -6% | -2% | 1% | -3% | -2.1%
COc1ccc2[nH]c3c(c2c1)CCn1c-3nc2ccccc2c1=O
    3.8e-08M* | -8% | 4.5e-08M* | 0.0% | 2% | -2.3% | 2% | 2% | -5% | -2% | -0.3%
CCS(=O)(=O)N1CCC(c2nc(-c3ccc(C(F)(F)F)cc3)no2)CC1
    i | 12% | ? | -1.4% | 8% | -1.8% | 3% | 1% | 1% | -2% | -0.6%

(more compounds)
Screens in order: 4-MU autofl | 15-hLO inh | A350 fluor | BRCT PPI green | CRE-bla Fsk | HBB splice mod | Ub-GFP proteasome | Epigenetic mod | DNA Pol III inh | Hsp90 Hop PPI | BRCT inh red
c1ccc2ncc(-n3cnnn3)cc2c1
    i | 2% | i | -1.9% | 2% | · | 6% | 1% | -8% | 0% | -0.7%
Cc1cccc(N(C)S(=O)(=O)c2cccc3nsnc23)c1
    i | 1% | i | -1.4% | -8% | -1.8% | -3% | 2% | -2% | -7% | 0.6%
O=c1c(O)c(-c2ccc(O)cc2)oc2cc(O)ccc12
    1.6e-07M* | -11%[25.6 µM] | 1.6e-07M* | -4.0% | ? | · | -5% | 0%[9.22 µM] | -7% | 5% | 0.4%
COCCNC(=O)NC(=O)COC(=O)C12CC3CC(CC(NC(C)=O)(C3)C1)C2
    i | 0% | i | 1.8% | ? | 1.3% | -3% | 3% | -4% | 0% | 0.8%
Nn1c(SCC(=O)Nc2ccccc2F)nnc1-c1cccnc1
    i | -4% | i | 0.6% | -16% | -1.8% | -2% | 1% | -4% | -7% | 0.5%
CCOc1ccc(C(C)C)cc1S(=O)(=O)n1nc(C)cc1C
    i | 5% | i | -1.3% | 3% | -1.8% | 1% | -1% | 0% | -2% | -1.5%

Compound profiles (already shown).
Cc1cccc(N(C)S(=O)(=O)c2cccc3nsnc23)c1 as listed: 4-MU autofl = i; 15-hLO inh = 1%; A350 fluor = i; BRCT PPI green = -1.4%; CRE-bla Fsk = -8%; HBB splice mod = -1.8%; Ub-GFP proteasome = -3%; Epigenetic mod = 2%; DNA Pol III inh = -2%; Hsp90 Hop PPI = -7%; BRCT inh red = 0.6%
CCOc1ccc(C(C)C)cc1S(=O)(=O)n1nc(C)cc1C as listed: 4-MU autofl = i; 15-hLO inh = 5%; A350 fluor = i; BRCT PPI green = -1.3%; CRE-bla Fsk = 3%; HBB splice mod = -1.8%; Ub-GFP proteasome = 1%; Epigenetic mod = -1%; DNA Pol III inh = 0%; Hsp90 Hop PPI = -2%; BRCT inh red = -1.5%
